F508del corr: CFTR F508del correction in bronchial cells; CFBE cells, YFP halide quenching; stimulated with forskolin plus potentiator P3; % fluorescence drop versus neutral controls; activity (quench increase), % at 7.58 µM; 0.36% of 350,000 active; AID 720511;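 active means mean added fluorescence quench of at least 8% versus neutral control, with both replicates also reaching 8%; inconclusive means only one of the mean or replicate conditions met; inactive means mean below 8% and not both replicates reaching 8%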;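 further: cells transiently co-express mutant CFTR-F508del with the halide-sensitive YFP; corrector assay measuring rescue of mutant channel to the surface after 24 h compound exposure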
SIRT5 inh: sirtuin-5 (human) deacylase inhibition. inhibition, % at 15 µM. Purified SirT5, succinyl-peptide AMC, trypsin-coupled fluorescence. AID 652115. 1.1% of 330,000 active; in the data active means inhibition above about 15%; inconclusive means no clear call, values can overlap the other calls
Target sequence (Q9NXA8 whole entry, looked up): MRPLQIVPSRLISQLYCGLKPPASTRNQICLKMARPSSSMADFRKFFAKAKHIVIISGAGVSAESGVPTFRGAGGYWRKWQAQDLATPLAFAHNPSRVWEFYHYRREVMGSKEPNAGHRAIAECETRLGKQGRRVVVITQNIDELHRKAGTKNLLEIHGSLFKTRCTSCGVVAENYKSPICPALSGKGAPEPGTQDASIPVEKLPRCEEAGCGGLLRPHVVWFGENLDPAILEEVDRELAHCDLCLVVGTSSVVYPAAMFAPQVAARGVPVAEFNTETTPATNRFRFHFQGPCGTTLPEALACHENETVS
ERp5 block: blocks human ERp5 reductase activity on insulin; ERp5 insulin aggregation, absorbance 650 nm, 90 min; inhibition, % at 9.99 µM; AID 651711; Q15084; 0.05% of 350,000 active;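 active means mean replicate inhibition above about 25%, with every replicate also reaching it, limit read from the data, passing the limit was not always enough; inconclusive means only one of those two criteria met; inactive means neither criterion met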
Target sequence (Q15084 whole entry, looked up): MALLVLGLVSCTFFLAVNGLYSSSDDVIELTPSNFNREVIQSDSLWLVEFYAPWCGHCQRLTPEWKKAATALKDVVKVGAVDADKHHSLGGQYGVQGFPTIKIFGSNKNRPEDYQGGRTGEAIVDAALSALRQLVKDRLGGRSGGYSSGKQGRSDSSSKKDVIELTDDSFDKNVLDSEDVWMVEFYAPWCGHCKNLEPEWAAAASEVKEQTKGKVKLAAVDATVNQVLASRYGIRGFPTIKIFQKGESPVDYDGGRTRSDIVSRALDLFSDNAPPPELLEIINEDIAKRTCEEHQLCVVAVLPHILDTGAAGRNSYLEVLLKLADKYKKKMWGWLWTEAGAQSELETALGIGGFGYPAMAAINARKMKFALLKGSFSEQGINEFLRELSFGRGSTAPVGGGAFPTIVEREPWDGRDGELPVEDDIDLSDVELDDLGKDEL
miR122 inh: inhibitors of miR-122 in Huh7 cells; AID 602342; 0.3% of 340,000 active; activation (reporter increase), % at 12.5 µM; Huh7 miR-122 Renilla luciferase sensor, 48 h; neutral wells = 0, positive control = 100;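 active means mean replicate activation score at least 90 and every replicate individually at or above 90; inconclusive means only one of the two criteria met; inactive means neither criterion met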;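 further: higher luciferase means less miR-122 activity so hits act as miR-122 inhibitors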
ERAP1 inh: blocks human ERAP1 aminopeptidase activity; Q9NZ08; recombinant ERAP1, Leu-AMC fluorescence, 60 min; inhibition, % at 10.7 µM; 0.15% of 340,000 active; AID 652197;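 active means mean replicate inhibition of at least 30%, or all replicates individually reaching that 30% level; inactive means mean below 30% and not every replicate reaching it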;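 further: 0% = neutral control wells and 100% = L-leucinethiol positive control wells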
DENV2 CPE rescue: inhibitors of DENV2 cytopathic effect. DENV2-infected cells, cytopathic effect rescue, plate reader. CPE inhibition, % at 9.99 µM. 1.7% of 350,000 active; in the data active means CPE inhibition above about 20%, passing the limit was not always enough; inconclusive means no clear call, values can overlap the other calls; tested in BHK-21 cells;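 further: 0% = median of neutral control wells and 100% = median of positive control wells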
CASP6 VEID inh: inhibitors of human caspase-6; 0.53% of 350,000 active; purified caspase-6, Z-VEID-R110 cleavage fluorescence; inhibition, % at 12.5 µM;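 active means mean inhibition across replicates at least about 35%, with every replicate also reaching that limit, limit read from the data; inconclusive means only one of the two criteria met; inactive means neither criterion met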;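 further: 0% = median of neutral control wells and 100% = no fluorescence left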
Target sequence (P55212 24-179 limits assumed): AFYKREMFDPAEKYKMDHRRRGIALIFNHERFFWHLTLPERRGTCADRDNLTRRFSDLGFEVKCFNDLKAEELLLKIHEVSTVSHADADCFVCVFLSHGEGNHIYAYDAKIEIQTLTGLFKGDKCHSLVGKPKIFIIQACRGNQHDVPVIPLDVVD
Target sequence (P55212 194-293 limits assumed): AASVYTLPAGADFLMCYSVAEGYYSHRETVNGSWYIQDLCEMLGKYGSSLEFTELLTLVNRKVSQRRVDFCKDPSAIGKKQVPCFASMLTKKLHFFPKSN
Active calls of the source: *; ? = inconclusive; · = not tested or not shown; & = joins results of further samples; ! = not confirmed by another sample; [ ] = another dose, or the depositor's remark.

SMILES	F508del corr	SIRT5 inh	ERp5 block	miR122 inh	ERAP1 inh	DENV2 CPE rescue	CASP6 VEID inh
COc1ccc(CNC(=O)c2ccc(Cn3nc(C)cc3C)o2)cc1	0.0	-3	1	-4	-2	0	2
COc1ccc2c3c(n(C)c2c1)[C@H](CO)N(C)CC31CN(S(=O)(=O)c2cn(C)cn2)C1	0.7	·	0	·	-2	20	·
c1ccc(CNc2nc(NCC3CC3)nc3cc(-c4ccccc4)sc23)cc1	6.5	0	3	-13	-1	10	-1
COc1cc(Cl)cc(C2NC(=S)NC(c3ccccc3)=C2C(C)=O)c1OCC(=O)O (configuration not stated)	-1.9	-2	11	·	4	9	1
O=C(NCc1cccnc1)c1cccnc1Sc1ccc(Cl)cc1	-2.0	1	4	-2	4	-4	0
COC(=O)c1cc(-c2c(-c3ccc4c(c3)OCO4)noc2-c2ccsc2)cc([N+](=O)[O-])c1	1.8	·	-1	-4	1	-8	-2
CN(C)CCCN(C(=O)c1ccc(S(=O)(=O)N2CCCCCC2)cc1)c1nc2c(F)cc(F)cc2s1	1.4	-2	9	·	-7	11	-8
COC(=O)C(CC#Cc1ccc2c(c1)[C@]1(C(=O)N2)[C@H](C(=O)N2CCN(c3ncccn3)CC2)[C@H]2C(=O)O[C@H](c3ccccc3)[C@H](c3ccccc3)N2[C@@H]1c1ccc(O)cc1)C(=O)OC	-1.6	3	-1	·	0	2	-5
O=C(Nc1ccc(Cl)c(S(=O)(=O)N2CCCCC2)c1)c1ccco1	-0.3	2	-4	3	1	3	0
COC(=O)C[C@@H]1CC[C@@H](NC(=O)Nc2ccc(C(F)(F)F)cc2)[C@H](CO)O1	-1.3	1	-2	·	4	?	0
O=C(COC(=O)c1cc(Br)ccc1O)NC12CC3CC(CC(C3)C1)C2	2.9	-9	2	3	-1	-7	2
CCOC(=O)c1cc2c(ccn2C)n1Cc1ccc(C#N)cc1	-1.6	-3	-2	·	0	-6	3
Cc1cc(NS(=O)(=O)c2ccc(NC(=O)c3cc4cc(Br)ccc4oc3=O)cc2)no1	-2.7	0	-11	·	-2	8	8
O=C1CCCN1CCCNC(=S)Nc1ccc(F)c(Cl)c1	-1.9	-1	7	11	·	-3	0
O=C(CSc1ccccc1)NCC1(N2CCOCC2)CCCCC1	0.3	1	5	·	-3	5	1
CC(C)(C)c1ccccc1NC(=O)c1cc(-c2ccncc2)nc2ccccc12	-2.8	-1	-3	·	-1	-4	-1
O=S(=O)(Nc1ccc2cn[nH]c2c1)c1ccc(Cl)s1	1.5	-8	-6	·	7	-6	2
CCNC(=O)C[C@@H]1CC[C@@H]2[C@H](COC[C@@H](O)CN2C(=O)c2cccnc2)O1	-3.8	4	17	0[16.7 µM]	1	-18	0
CCC(C)Sc1cccc(-c2nc3ccc(C)cn3c2NC2CCCCC2)c1 (configuration not stated)	0.7&-1.3	·	-5&3	36	-2&1	60*!	1&-1
CNC[C@@H]1Oc2c(NC(=O)C3CCOCC3)cccc2C(=O)N([C@H](C)CO)C[C@H]1C	-1.5	4	-1	3[16.7 µM]	1	-5	0
Cc1ccccc1S(=O)(=O)N1[C@H](C#N)[C@@H](c2ccc(C#CC3CCCC3)cc2)[C@@H]1CO	0.8	1	3	·	0	-27	-2
NC(=O)c1ccc(NC(=O)COC(=O)c2cccc(Oc3ccccc3)c2)cc1	·	-7	2	6	8	12	-2
CCCCC(CC)CNC(=O)CC1Nc2c3ccccc3nc(=S)n2C1=O (configuration not stated)	2.5	-5	-6	·	1	-2	-1
COC(=O)C1=C(C)N(Cc2ccccc2)C(=S)NC1c1ccc(Br)cc1 (configuration not stated)	1.9	2	1	·	-1	-1	-2
C=C1CCN([C@H](C(=O)NCc2ccccc2)C(C)C)S(=O)(=O)c2ccccc21	1.2	-1	3	-2	1	-2	0

Complete entries, looked up by structure. Order of values: F508del corr | SIRT5 inh | ERp5 block | miR122 inh | ERAP1 inh | DENV2 CPE rescue | CASP6 VEID inh
Entry for CC(C)(C)c1ccccc1NC(=O)c1cc(-c2ccncc2)nc2ccccc12 = -2.8 | -1 | -3 | · | -1 | -4 | -1
Entry for O=C(NCc1cccnc1)c1cccnc1Sc1ccc(Cl)cc1 = -2.0 | 1 | 4 | -2 | 4 | -4 | 0
Entry for CN(C)CCCN(C(=O)c1ccc(S(=O)(=O)N2CCCCCC2)cc1)c1nc2c(F)cc(F)cc2s1 = 1.4 | -2 | 9 | · | -7 | 11 | -8
Entry for CCC(C)Sc1cccc(-c2nc3ccc(C)cn3c2NC2CCCCC2)c1 (configuration not stated) = 0.7&-1.3 | · | -5&3 | 36 | -2&1 | 60*! | 1&-1
Entry for COC(=O)c1cc(-c2c(-c3ccc4c(c3)OCO4)noc2-c2ccsc2)cc([N+](=O)[O-])c1 = 1.8 | · | -1 | -4 | 1 | -8 | -2

3 entries from above, ordered by formula weight, highest first:
SMILES	F508del corr	SIRT5 inh	ERp5 block	miR122 inh	ERAP1 inh	DENV2 CPE rescue	CASP6 VEID inh
CCC(C)Sc1cccc(-c2nc3ccc(C)cn3c2NC2CCCCC2)c1 (configuration not stated)	0.7&-1.3	·	-5&3	36	-2&1	60*!	1&-1
c1ccc(CNc2nc(NCC3CC3)nc3cc(-c4ccccc4)sc23)cc1	6.5	0	3	-13	-1	10	-1
O=C(Nc1ccc(Cl)c(S(=O)(=O)N2CCCCC2)c1)c1ccco1	-0.3	2	-4	3	1	3	0

(next part)
SMILES	F508del corr	SIRT5 inh	ERp5 block	miR122 inh	ERAP1 inh	DENV2 CPE rescue	CASP6 VEID inh
Cc1cccc(NC(=S)Nc2cccc3ccccc23)c1	0.5	-1	2	3	0	-5	-1
CCN(CC)C(=O)C1CCCN(C(=O)c2cc(COc3ccc4ncccc4c3)on2)C1 (configuration not stated)	-5.2	-2	-2	-8	14	4	·
Cc1ccc(C)c(OCCC(=O)OCC(=O)NCCNC(=O)COC(=O)CCOc2cc(C)ccc2C)c1	-2.8	-2	-4	-2	-5	-5	-5
COc1ccc(C)cc1NC(=O)C(=O)c1cn(CC(=O)N2CCCC2)c2ccccc12	4.3	0	5	·	1	-5	0
Cc1ccc(S(=O)(=O)N2CCC(=O)N(C(COCc3ccccc3)C(C)C)CC2)cc1 (configuration not stated)	1.2	·	-5	-4	-1	·	-3
N=c1c(C(=O)NC2CCCC2)cc2c(=O)n3ccccc3nc2n1C1CCCCC1	1.9	-24	2	7	-8	0	0
C[C@H](CO)N1C[C@H](C)[C@H](CN(C)S(C)(=O)=O)Oc2c(NC(=O)Nc3ccc4c(c3)OCO4)cccc2C1=O	1.0	-2	4	4[16.7 µM]	0	13	3
CC(=O)Cc1nsc(NC(=O)c2ccc(F)cc2)n1	1.2	3	-1	·	0	-5	-1
CCOC(=O)c1c(NC(=O)CS(=O)(=O)c2cn(CC)c3ccccc23)sc2c1CCCCC2	-3.4	13	-3	6	0	4	1
CN(Cc1ccccc1)C(=O)c1ccccc1N(C)S(=O)(=O)c1ccccc1	-3.3	-4	-4	12	2	-4	6
O=C(NCc1ccccc1Cl)[C@H]1CCCN1C(=O)[C@H]1CCCN1C(=O)c1cccc2ccccc12	-2.9	-4	-1	·	·	?	-1
Cn1c(=O)c(Nc2ccc(O)cc2)c2c3c(cccc31)C(=O)c1ccccc1-2	1.2	·	2	·	1	-6	-2
CCCC#Cc1ccc2c(c1)O[C@@H](CN(C)CCC)[C@H](C)CN([C@@H](C)CO)S2(=O)=O	-0.3	0	1	-3[16.7 µM]	-2	-1	0
COc1ccccc1-n1c(C)nc2cc(C(=O)NCC3CCCO3)ccc21 (configuration not stated)	0.2	-4	4	3	-1	2	0
COc1cccc(N(CC(=O)NC2CCCCC2)C(=O)CCCC(=O)Nc2ccccn2)c1	-0.6	0	7	0	-7	2	1
CCOc1ccc2cc(C(=O)NCc3ccccc3)c(=N)oc2c1	-2.5	-8	2	-6	2	-2	-2
O=S(=O)(c1ccccc1)N1CN(Cc2ccc(F)cc2)c2nc3ccccc3nc21	2.8	-10	6	·	·	-2	-1
Cc1ccc(C)c(NC(=O)CCN2CCN(C)CC2)c1	0.1	0	3	2	-3	3	-3
O=C(C1CCCC1)N1CC(=O)N2[C@H](CO)[C@@H](c3ccc(-c4cccnc4)cc3)[C@H]2C1	-1.3	-1	2	·	-5	-7	1
CCCNC(=O)c1cc(C2CCCCN2S(=O)(=O)c2ccc(C#N)cc2)on1 (configuration not stated)	-0.1	0	-1	-3	-4	-2	-1
NC(=O)c1ccccc1NC(=O)CSc1nc2c(c(=O)[nH]1)CCCC2	-0.5	-1	-1	·	-2	?	-3
Cc1ccc(S(=O)(=O)N(C)C[C@H]2OCCCC[C@H](C)Oc3ccc(NC(=O)C4CCCCC4)cc3C(=O)N([C@H](C)CO)C[C@H]2C)cc1	1.5	·	·	-5[16.7 µM]	·	0	·
COc1cc(/C=N/n2nnnc2N)cc(OC)c1OC	0.8	-2	3	1	5	0	1
COc1ccc(C(=O)Nc2nc3ccccc3s2)cc1	2.7	-2	3	·	-3	18	-3
CCn1c(C)nnc1SCC(=O)Nc1ccc2c(c1)OCCO2	-4.4	1	2	·	-1	?	-1
(more compounds)
SMILES	F508del corr	SIRT5 inh	ERp5 block	miR122 inh	ERAP1 inh	DENV2 CPE rescue	CASP6 VEID inh
Cc1ccc(S(=O)(=O)Nc2ccc3c(c2)C(=O)N([C@H](C)CO)C[C@@H](C)[C@H](CN(C)C(=O)CCCN(C)C)OCCCC[C@@H](C)O3)cc1	3.7	-3	0	0[16.7 µM]	-1	?	-2
O=C1NC[C@H](CCCCN2C[C@H](Cc3ccccc3)N(Cc3ccccc3)C(=O)C2=O)N(CC2CCCCC2)C1=O	0.5	·	-2	·	0	0	-1
C[C@H](CO)N1C[C@H](C)[C@@H](CN(C)S(=O)(=O)c2cn(C)cn2)Oc2ccc(NS(=O)(=O)c3ccc(Cl)cc3)cc2CC1=O	0.9	1	10	3[16.7 µM]	2	?	0
COc1ccc(Br)cc1S(=O)(=O)n1nc(C)cc1C	-1.0	-2	2	4	-2	-1	-1
CC(O)Cc1cn(CC(=O)N2CCN(C(=O)OC(C)(C)C)CC2)nn1 (configuration not stated)	-0.7	·	2	1	·	3	-3
CCC(=O)Nc1ccc2c(c1)C(=O)N(C)C[C@H](OC)[C@H](C)CN(C(C)=O)[C@@H](C)CO2	·	-4	0	1[16.7 µM]	-2	-5	0
COC(=O)c1ccccc1S(=O)(=O)N1CCCC(c2nc3c(nnn3Cc3ccc(C)cc3)c(=O)[nH]2)C1 (configuration not stated)	-1.0	0	-2	-1	-1	0	·
O=C(CCNS(=O)(=O)c1cccc2nsnc12)NCc1ccccc1Cl	2.3	-5	1	0	-4	-3	2
COc1cccc(-c2nn(-c3ccc(F)cc3)cc2C(=O)NCC2CCCO2)c1 (configuration not stated)	-3.4	-1	-3	·	-2	0	1
COC(=O)c1ccc(C)c(NC(=O)COC(=O)C2CC3CCCC(C2)C3=O)c1 (configuration not stated)	-0.6	1	5	2	4	0	-6

Quoted from the results shown for reference:
SMILES	F508del corr	SIRT5 inh	ERp5 block	miR122 inh	ERAP1 inh	DENV2 CPE rescue	CASP6 VEID inh
COC(=O)c1ccccc1S(=O)(=O)N1CCCC(c2nc3c(nnn3Cc3ccc(C)cc3)c(=O)[nH]2)C1 (configuration not stated)	-1.0	0	-2	-1	-1	0	·
O=C(CCNS(=O)(=O)c1cccc2nsnc12)NCc1ccccc1Cl	2.3	-5	1	0	-4	-3	2
COc1cccc(-c2nn(-c3ccc(F)cc3)cc2C(=O)NCC2CCCO2)c1 (configuration not stated)	-3.4	-1	-3	·	-2	0	1
COC(=O)c1ccc(C)c(NC(=O)COC(=O)C2CC3CCCC(C2)C3=O)c1 (configuration not stated)	-0.6	1	5	2	4	0	-6
